aGal spleen mod – qHTS Assay for Inhibitors and Activators of Human alpha-Galactosidase From Spleen Homogenate. Alpha-galactosidase A (Homo sapiens), P06280. human spleen homogenate, 4MU-alpha-Gal fluorescence, 40 min. Potency, µM (doses to about 80 µM), without a hit: at the highest dose activity change, negative = inhibition, hits mostly inhibitors. 240,000 tested, 0.008% active. AID 2107, 2009;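 further: potency means the concentration at half of the fitted maximal effect; 0% = enzyme with vehicle and -100% = no enzyme basal signal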
Target sequence (P06280 32-429 limits assumed): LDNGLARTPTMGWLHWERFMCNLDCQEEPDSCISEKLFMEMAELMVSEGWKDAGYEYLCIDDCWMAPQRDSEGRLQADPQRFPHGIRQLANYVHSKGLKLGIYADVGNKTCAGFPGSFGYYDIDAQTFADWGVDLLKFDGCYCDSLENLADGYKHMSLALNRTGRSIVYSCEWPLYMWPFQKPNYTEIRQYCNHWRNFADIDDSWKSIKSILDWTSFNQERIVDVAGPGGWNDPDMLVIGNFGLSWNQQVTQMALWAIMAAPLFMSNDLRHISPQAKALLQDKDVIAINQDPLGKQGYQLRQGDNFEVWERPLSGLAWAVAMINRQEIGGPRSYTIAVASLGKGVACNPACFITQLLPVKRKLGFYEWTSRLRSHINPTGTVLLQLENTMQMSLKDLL
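Spleen homogenate 1 ug + cpd (titration) + 4-MU-alpha-D-galactopyranoside 1 mM; 37C 40 min; 50 mM citrate/phosphate pH 5.0, 0.01% Tween-20; stop pH 10; fluorescence 365/440; AC50 via Hill.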
IMPase Li cell – qHTS Assay for Identifying the Cell-Membrane Permeable IMPase Inhibitors: Potentiation with Lithium | CHO-M1 cells, IP1 TR-FRET (IP-One), carbachol + lithium | Potency, µM (titrated, usually from 59.4 µM), for the others: at the top dose activity, negative = IMPase inhibition, usual class: inhibitors | 210,000 tested, 0.35% active;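 further: IP1 builds up when IMPase is blocked and the TR-FRET signal falls; potency means the concentration at half of the fitted maximal effect; plate controls were basal vehicle for no effect and high inhibitor control for full effect; nearly all actives have a fitted effect of over 50% in size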
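CHO-M1, 2000 cells/well, 16–30 h culture; cpd + low Li+, 30 min 37C; lysis with d2-IP1/Eu-anti-IP1 Ab, 10 min RT; TR-FRET 665/620 ratio and 620 channel; AC50 via Hill.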
NPSR antagonist – qHTS Assay for Antagonists of the Neuropeptide S Receptor: cAMP Signal Transduction | AID 1461, 2008 | 220,000 tested, 1% active | Potency, µM (highest dose often 38.3 µM), for inactives: at the top dose activity change, negative = inhibition, hits mostly inhibitors | Q6W5P4 | CHO-NPSR cells, cAMP TR-FRET, antagonist mode; further: potency means the concentration at half of the fitted maximal effect; on the % scale 0 is the no-effect control and ±100 the full control effect; nearly all actives have a fitted effect of over 50% in size; many of its hits are not listed in these tables
Target sequence (Q6W5P4 whole entry, looked up): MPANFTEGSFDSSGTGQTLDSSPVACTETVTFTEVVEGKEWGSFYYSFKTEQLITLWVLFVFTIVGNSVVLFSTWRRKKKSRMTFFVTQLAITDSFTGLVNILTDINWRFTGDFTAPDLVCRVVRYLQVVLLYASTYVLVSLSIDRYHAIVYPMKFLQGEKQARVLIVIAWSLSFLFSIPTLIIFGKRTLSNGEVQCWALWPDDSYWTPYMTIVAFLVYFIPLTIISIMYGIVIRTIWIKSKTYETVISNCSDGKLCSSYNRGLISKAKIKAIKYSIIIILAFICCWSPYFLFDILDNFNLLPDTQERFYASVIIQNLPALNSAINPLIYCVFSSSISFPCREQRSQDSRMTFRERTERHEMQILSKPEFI
Luc counter – Counterscreen for Luciferase (Kinase-Glo TM) Inhibition. AID 1379, 2008. Potency, µM (series often up to 38.3 µM), for the others: at the top dose activity change, negative = inhibition, usual class: inhibitors. Luciferin 4-monooxygenase (Photuris pensylvanica), Q27757. Kinase-Glo luciferase, ATP luminescence, 8 min. 200,000 tested, 0.28% active; further: potency means the concentration at half of the fitted maximal effect; on the % scale 0 is the no-effect control and ±100 the full control effect; nearly all actives have a fitted effect of over 60% in size
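Compounds were added to a substrate mix at pH 7.2 (50 mM imidazole, 10 uM ATP, within the enzyme's linear range), followed by Kinase-Glo detection reagent; luminescence was measured after 8 minutes at ambient temperature.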
LMNA splice mod – qHTS Assay for Modulators of Lamin A Splicing. HeLa LMNA splicing GFP/RFP minigene ratio, 48 h. Potency, µM (top dose mostly 46.1 µM), without a hit: at the top dose ratio change, negative = inhibition, actives largely listed as inhibitors. 200,000 tested, 0.01% active. AID 1487, 2009; active means well fitted inhibition curve with a large enough effect in the signal ratio, with a control signal flat, not every such curve was filed as active; inconclusive means small, poorly fitted or top-dose-only effect, or effect the other way, or a change in a side signal; the % refers to the signal ratio; further: potency means the concentration at half of the fitted maximal effect; on the % scale 0 is the no-effect control and ±100 the full control effect
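Read-out is the ratio of GFP to DsRed2 object intensity, acquired by 488 nm laser-scanning cytometry on HeLa lamin A-EGFP minigene reporter cells. Compound incubation 48 hrs at 37 °C in Opti-MEM with 2% FBS; DMSO 0.5% final.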
CBFb-RUNX1 inh – qHTS Assay for Compounds Blocking the Interaction Between CBF-beta and RUNX1 for the Treatment of Acute Myeloid Leukemia. Runt-related transcription factor 1 (Homo sapiens) + Core-binding factor subunit beta …. AlphaScreen CBFb-His/RUNX1-biotin binding, biochemical. Potency, µM (top dose mostly 59.8 µM), without a hit: at the highest dose activity, negative = inhibition, hits mostly inhibitors. 230,000 tested, under 10 active. AID 1477, 2009; further: % of control where 0% means no effect
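Room-temperature protein-protein interaction test with 30 nM each of His-tagged CBF-beta and biotinylated RUNX1, 15 min with compound, then 90 min with nickel plus streptavidin beads. Signal read in AlphaScreen mode.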
Epigenetic derep – Quantitative High-Throughput Screen for Regulators of Epigenetic Control. 280,000 tested, 0.2% active. murine LDR cells, GFP reporter derepression, 30 h. Potency, µM (doses to about 53.9 µM), for inactives: top-dose GFP activation, hits mostly activators. AID 1865, 2009; further: potency means the concentration at half of the fitted maximal effect; % of control where 0% means no effect; nearly all actives have a fitted effect of over 60% in size
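GFP-positive cell count by laser-scanning cytometry (objects 20–120 um) after 30 h, 37 C compound exposure of murine LDR cells; reporter is CMV-GFP integrated at a silenced locus, inducible by HDAC or DNMT inhibitors.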
* = called active by the depositor; ? = inconclusive; . = not tested or not shown; & = joins results of further samples; [ ] = remark or other dose. Unless noted, the call rests on the fitted dose curve; in most records, active means well fitted curve in the direction sought with a large enough effect; inconclusive means small, poorly fitted or top-dose-only effect, or another doubt; inactive means no such curve, though single readings can be large; an effect the other way counts as inactive or inconclusive. Not all compounds are listed; count on the stated rates, not on these rows.

SMILES | aGal spleen mod | IMPase Li cell | NPSR antagonist | Luc counter | LMNA splice mod | CBFb-RUNX1 inh | Epigenetic derep
CC(=O)O.CC(=O)O.[Cd] | 5% | 7% | . | -2% | ? | . | ?
CN1Cc2c(ccc3c2OCO3)[C@@H]2[C@@H](O)Cc3cc4c(cc3[C@@H]21)OCO4 | 7%[29.1 µM] | -3% | . | 0%[17.1 µM] | ? | -7%[21.7 µM] | -0.3%[16.9 µM]
CCN(CC)C(=O)c1ccc(NC(=O)CSc2nnnn2-c2cc(OC)ccc2OC)cc1 | 7% | 20%[38.3 µM] | -13%[46.1 µM] | -2% | -12% | 1% | 1.0%
CN1C(=O)/C(=C\c2ccc(N3CCCCCC3)cc2)C(=O)NC1=S | -5% | . | -2% | . | . | 8% | -0.3%
CCCCn1c(O)c(C=NCCCN(CC)CC)c(=O)[nH]c1=O | -3% | -2%[38.3 µM] | 1%[46.1 µM] | 0% | 5% | 11% | -4.3%
COc1ccc(C)cc1NC(=O)c1c(C)nn(Cc2ccccc2)c1Cl | -5% | 23% | -22% | 3% | -10% | 7% | -1.0%
O=c1[nH]cnc2[nH]ncc12 | 4%&-8%&5%&12% | -10%&-10%&11%&12% | -39% | 5%&0%&-6% | ? | 2% | -2.0%&-0.2%&-1.3%
NC(=S)c1cn(C2OC(CO)C(O)C2O)c2ncnc(N)c12 (stereo not given) | -1% | . | -8% | . | . | 2% | -0.2%
C#CC(CC)(CC)NC(=O)Nc1ccc(OCC)cc1 | 1% | 5% | 6% | -1% | -13%[46 µM] | -5% | 1.1%
Cc1cc(C)c2c(c1)-c1cc(C)nn1C(c1cccnc1)N2 (stereo not given) | -2% | 5% | -18% | . | . | -4% | -1.2%
COc1ccccc1N1CCN(Cc2c(F)cccc2Cl)CC1 | 5% | 6%[38.3 µM] | -18%[46.1 µM] | -4% | 2% | -5% | 0.7%
OCC1OC(n2cnc3c(Cl)ncnc32)C(O)C1O (stereo not given) | 6% | -2% | . | -1% | ? | . | 1.7%
c1ccc2c(CCNC3=NCCC3)c[nH]c2c1 | -1% | -3%[38.3 µM] | -16%[46.1 µM] | -1% | 13% | 12% | -6.9%
CN1CSC(=S)N(C)C1 | 3%&2% | -1%[38.3 µM] | -9%[46.1 µM] | 9% | 15% | 7% | 8.9µM*
CC(C)c1ccc2c(c1O)CCC1C3=C(CC[C@]21C)C(=O)OC3 (stereo not given in full) | 3% | 11% | . | -2% | -7% | . | 1.7%
O=C1CC(C(=O)N2CCC3(CC2)OCCO3)CN1CCc1ccccc1 (stereo not given) | -4% | 11%[38.3 µM] | -3%[46.1 µM] | 0% | 6% | 3% | 1.1%
CN(C)C(=O)Oc1ccc(Cl)c2ccccc12 | 0% | 15%[38.3 µM] | 1%[46.1 µM] | -1% | -7% | 6% | 2.9%
Cn1c(O)c(N=Nc2ccc(S(=O)(=O)N3CCOCC3)cc2)c(=O)n(C)c1=O | -1% | . | 26%[46.1 µM] | . | -1% | 1% | 0.9%
CN1C(=O)N(C)C(=O)C(CCc2ccccn2)(CCc2ccccn2)C1=O | -4% | 0%[38.3 µM] | -7%[46.1 µM] | 1% | 8% | 5% | 3.0%
Cc1cccc(C)c1NC(=O)CN(C)CC(=O)Nc1ccc(C#N)c(Cl)c1 | 2% | 9%[38.3 µM] | -18%[46.1 µM] | -2% | ? | 3% | -1.0%
O=[N+]([O-])c1cccc(C2N3CCCN23)c1 (stereo not given) | 1% | 4% | 9% | 0% | ? | 4% | 0.9%
CC(NC(=O)Oc1ccccc1)C(c1cccs1)N1CCOCC1 (stereo not given) | 2% | 5% | 3% | 2% | 7% | -2% | -1.0%
CCC(=Nc1cc(OC)ccc1OC)c1c(O)[nH]c(=O)[nH]c1=O | 15% | 2%[38.3 µM] | -9%[46.1 µM] | -4% | ? | 1% | -1.1%
O=[N+]([O-])c1ccc(N2CCCNCC2)c2ncccc12 | -9% | . | 38% | . | . | -1% | 1.9%
NC(CC(=O)O)C1CCCCC1 (stereo not given) | -7% | 1% | 7% | -2% | -8%[46 µM] | 5% | -0.6%
CC1NCCC2(O)CCCCC12 (stereo not given) | 7% | -2% | -17% | 2% | . | 6% | 2.9%
Cc1ccc(N2C(=O)NC(=O)/C(=C\c3ccsc3)C2=O)cc1C | 8% | 9% | -5% | 0% | -11% | -18% | -1.0%
O=C1C=Cc2ccccc2C1=O | 2% | 2% | -9% | -2% | ? | -29% | ?
CCN1CCN(c2ccc(N)cc2C)CC1 | 1% | 16% | 2% | 0% | -21%[46 µM] | -10% | -1.9%
CCCc1[nH]nc2c1C(c1ccc(OC)c(Cn3nnc4ccccc43)c1)C(C#N)=C(N)O2 (stereo not given) | -6% | -7%[38.3 µM] | ? | 1% | 5% | 2% | 0.7%
Cc1nn(C2CCOC(C)(C)C2)c2c1C(c1ccc(OC(C)C)cc1)SCC(=O)N2 (stereo not given) | -5% | -4%[38.3 µM] | -18%[46.1 µM] | -5% | 5% | -9% | -1.8%
O=C1NC(=O)C(CCc2ccncc2)(Cc2ccc(OCc3ccccc3)cc2)C(=O)N1 | 2% | . | 41% | . | . | 7% | 0.1%
CCC1(C2=NCCN2)Cc2ccccc2O1 (stereo not given) | -2%&-5%&11% | 13%&18%&8% | ? | -1%&-2% | ? | 1%&26% | -1.2%&0.0%&4.2%
Cc1ccc(O)cc1 | -2%&7% | -3%&10% | . | -5% | . | -6% | -1.3%
COc1ccc(C(=O)CN2CCCCC2)cc1 | -4% | 8% | 10% | -1% | -2%[46 µM] | 5% | -2.7%
CCOc1ccc(NC(=O)C(=S)NC2CCCCC2)cc1 | 5% | 5% | -18% | -2% | ? | -2% | 2.7%
COCCOC(=O)c1c(C)n(C)c2ccc(OC(=O)N(C)C)cc12 | 4% | 21%[38.3 µM] | 3%[46.1 µM] | 0% | 16% | -1% | -9.4%
CCC(=NCCOc1ccc(Cl)cc1)c1c(O)n(C)c(=O)n(C)c1=O | -3% | 24%[38.3 µM] | -6%[46.1 µM] | 2% | ? | 10% | 0.0%
C/C(O)=C(/C#N)C(=O)Nc1cc(Br)ccc1Br | -9% | 22% | . | 2% | . | -5%[21.7 µM] | ?
O=C(C(=O)N1CCC2(CC1)OCCO2)c1c[nH]c2ccccc12 | -1% | -3% | 21% | 2% | 8%[9.22 µM] | 4% | 2.6%
Cc1ccc2c(c1)N(CCC(=O)N1CCC3(CC1)OCCO3)C(=O)CO2 | 4% | 3% | 5%[46.1 µM] | -3% | -3% | -5% | 0.9%
C=CCn1c(O)c(/C=N/NC(=O)c2ccncc2)c(=O)[nH]c1=O | -6% | . | 10% | . | . | -24% | 1.9%
COc1ccc2c(c1O)[C@]13CCN(C)[C@H](C2)[C@@H]1CCC(=O)C3 | -10% | . | -3%[7.67 µM] | . | . | 2% | -0.3%
CN1CCN(c2nc(N(C)C)oc(=O)c2C#N)CC1 | -4% | 1%[38.3 µM] | -1%[46.1 µM] | -1% | 11% | 3% | -1.1%
CCCCNC(=O)c1c(N)n(CCCOC)c2nc3ccccc3nc12 | 2% | 23%[38.3 µM] | -9%[46.1 µM] | 1% | 3% | 3% | 0.0%
CCOP(=O)(OCC)C(Cc1ccccc1)NC(C)=O (stereo not given) | -5% | . | 13% | . | . | 8% | -1.1%
CC(C)Oc1cccc(C(=O)C2CCCN(C3CCOCC3)C2)c1 (stereo not given) | -1% | 22% | -8% | 0% | 5%[46 µM] | 3% | 7.3%
CSc1ccc(CNC(C)C(O)c2ccccc2)cc1 (stereo not given) | 6% | 2% | -2% | 1% | -7%[46 µM] | 3% | -0.5%[10.1 µM]
O=C(c1cc(S(=O)(=O)N2CCOCC2)ccc1F)N1CCC2(CC1)OCCO2 | 0% | 0%[38.3 µM] | -1%[46.1 µM] | -4% | 3% | -1% | -1.3%
Cc1c(CCN)ccc2c1[nH]c1ccccc12 | -1% | . | ? | . | . | -11% | 0.0%
CC(=O)OC1N=C(c2ccccc2)c2cc(Br)ccc2N(C)C1=O (stereo not given) | 0% | -5%[38.3 µM] | -16%[46.1 µM] | 0% | 2% | -6% | 0.0%
CC(=O)c1ccc(-c2ccccc2)cc1 | 3% | -1% | 42% | -2% | -2% | 24% | -1.6%
Cc1ccc2c(c1)C1CN(C)CCC1N2C(=O)c1cccs1 (stereo not given) | 2% | . | 9% | . | . | 8% | -4.1%
CC(C(=O)c1ccccc1)N1C(=O)c2ccccc2C1=O (stereo not given) | 0% | 17% | 13% | -3% | ? | -16% | 1.6%

Arranged by SMILES length (ascending): part of the list above.
SMILES | aGal spleen mod | IMPase Li cell | NPSR antagonist | Luc counter | LMNA splice mod | CBFb-RUNX1 inh | Epigenetic derep
CN1CCN(c2nc(N(C)C)oc(=O)c2C#N)CC1 | -4% | 1%[38.3 µM] | -1%[46.1 µM] | -1% | 11% | 3% | -1.1%
CC(C(=O)c1ccccc1)N1C(=O)c2ccccc2C1=O (stereo not given) | 0% | 17% | 13% | -3% | ? | -16% | 1.6%
C=CCn1c(O)c(/C=N/NC(=O)c2ccncc2)c(=O)[nH]c1=O | -6% | . | 10% | . | . | -24% | 1.9%

Results in IMPase Li cell and aGal spleen mod, for 2 of the compounds above:
compound | IMPase Li cell | aGal spleen mod
CCOP(=O)(OCC)C(Cc1ccccc1)NC(C)=O (stereo not given) | . | -5%
CC(C)Oc1cccc(C(=O)C2CCCN(C3CCOCC3)C2)c1 (stereo not given) | 22% | -1%

Whole records as entered above. Values in the order: aGal spleen mod | IMPase Li cell | NPSR antagonist | Luc counter | LMNA splice mod | CBFb-RUNX1 inh | Epigenetic derep
CN1Cc2c(ccc3c2OCO3)[C@@H]2[C@@H](O)Cc3cc4c(cc3[C@@H]21)OCO4 in the list: 7%[29.1 µM] | -3% | . | 0%[17.1 µM] | ? | -7%[21.7 µM] | -0.3%[16.9 µM]
OCC1OC(n2cnc3c(Cl)ncnc32)C(O)C1O (stereo not given) in the list: 6% | -2% | . | -1% | ? | . | 1.7%

Compound activity: PubChem, National Center for Advancing Translational Sciences (NCATS)
